# Source: PubChem (National Center for Advancing Translational Sciences (NCATS))
# p53ts 32C tox: p53ts cell cytotoxicity, permissive temperature; H1299-p53A138V at 32C, ATP luminescence viability, 24 h; hit rate 0.93% among 130,000; Potency, µM (titrated, usually from 46.1 µM), inactives show at the highest dose activity change, negative = cytotoxicity, usual class: cytotoxic; AID 924;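 note: 0% = DMSO and -100% = full killing by reference compound; nearly all actives have a fitted effect of over 55% in size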
#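 H1299-p53 A138V cells (temperature-sensitive p53) exposed 24 h to up to 46 uM compound at 32C, where p53 is wild-type in conformation. Viability read as ATP luminescence and normalised to DMSO and 100 uM tamoxifen. AC50 fitted with the Hill equation.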
# Imprint erasure: induces erasure of genomic imprints in mouse ES cells. mouse ES Peg3-LacZ reporter, beta-gal luminescence, 40 h. Potency, µM (series often up to 60.7 µM), without a hit: at the top dose activity change, positive = activation, hits mostly activators. hit rate 0.02% among 110,000. AID 1948;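 note: 0% = negative control wells on the plate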
#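 Gelatin-coated wells received 300 freshly trypsinized female ES cells with a Peg3LacZ-Neo reporter on the maternal allele, then incubated 40 hours at 37C. BetaGlo was added for 5 minutes at room temperature before a single luminescence read.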
# IkB sig inh: IkB pathway inhibition in ABC-DLBCL cells; ABC-DLBCL IkBa-CBG/CBR dual luciferase ratio, 4 h; response scale: scaled: untreated 0%, proteasome inhibitor 100%; Potency, µM (series often up to 57.1 µM), for inactives: at the top dose IkBa stabilization activation; hit rate 0.04% among 110,000; AID 445; active = well fitted curve in the direction sought with a large enough effect in the signal ratio, not every such curve was filed as active; inconclusive = small, poorly fitted or top-dose-only effect, or a change in a side signal; the % refers to the signal ratio;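 note: the direction sought is a rising ratio; 0% = basal untreated cells and 100% = reference inhibitor full response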
#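 In this assay, an IκBα–CBG68 fusion accumulates when IKK-driven degradation is blocked; native CBR normalizes for cell number. OCI-Ly3 cells were treated 4 h with compound and doxycycline, then green and red light read after Chroma-Glo addition.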
# p53ts 39C tox: cytotoxicity in p53ts cells at nonpermissive temperature; AID 902; Potency, µM (highest dose often 46.1 µM), for the others: top-dose activity change, negative = cell killing, hits mostly cytotoxic; hit rate 1.5% among 130,000; H1299-p53A138V viability at 39C, ATP luminescence, 24 h; note: nearly all actives have a fitted effect of over 55% in size
# Numbers without * were called inactive; ? = inconclusive; . = not tested or not shown; [ ] = remark or other dose. Unless noted, calls come from the whole dose curve; as a rule, active = well fitted curve in the direction sought with a large enough effect; inconclusive = small, poorly fitted or top-dose-only effect, or another doubt; inactive = no such curve, though single readings can be large; an effect the other way counts as inactive or inconclusive. Unless noted, % is set by controls: 0 for no effect and ±100 for the full control effect; potency is the fitted concentration of half-maximal effect. Hits appear at their usual frequency; 1.8% or so of the library scored in one or more.
SMILES,p53ts 32C tox,Imprint erasure,IkB sig inh,p53ts 39C tox
CCN1CCN(Cc2nc3c(c(=O)n(C)c(=O)n3C)n2CCc2ccccc2)CC1,9%,-9%,0.3%,12%
O=C(NCCCNC(=O)c1ccco1)c1ccco1,-3%,-6%,-0.8%,-7%
O=C1c2ccccc2C(=O)N1SC1CCCCC1,12%,-22%,?,5%
COc1cccc(C2/C(=C(/O)c3ccncc3)C(=O)C(=O)N2CCCN2CCOCC2)c1OC (configuration not stated),-7%,-4%,2.7%,4%
CCOC(=O)N1CCC(NC(=O)CSc2cc(=O)n(CC)c3ccccc23)CC1,6%,-10%,5.5%,2%
O=C(c1ccco1)N1CCN(C(=O)c2cnn3c2NC(c2cccs2)CC3C(F)(F)F)CC1 (configuration not stated),-1%,-12%,-1.0%,4%
COc1cccc(C(=O)CSc2nnc(CNS(C)(=O)=O)n2-c2ccc(C)cc2)c1,13%,-31%,1.1%,10%
CCOC(=O)C(Cc1c[nH]c2ccccc12)NC(=O)COc1ccc(Cl)cc1 (configuration not stated),13%,-11%[10.9 µM],20%,35%[activator]
CC(C)=CCC/C(C)=C/CO/N=C1/C[C@@H](O)[C@@H](O)[C@@H]2[C@@H]3C(=O)N(c4cccc(Oc5ccccc5)c4)C(=O)[C@H]3CC[C@@H]12,1%[9.22 µM],.,.,-1%[9.22 µM]
CCc1ccccc1N1CC(c2nc3ccccc3n2CCC2CCCCC2)CC1=O (configuration not stated),?,-12%[10.9 µM],?,?
CCCc1cc(=O)[nH]c(SCC(=O)Nc2ccc(OC(F)F)cc2)n1,-4%,-5%,-0.3%,-13%
CCN(CC)c1ccc(NC(=O)c2cccc(C)c2OC)c(C)c1,-23%,-25%,-2.8%,-28%

# Among those listed so far, eight have nitrogen in an aromatic ring:
SMILES,p53ts 32C tox,Imprint erasure,IkB sig inh,p53ts 39C tox
CCN1CCN(Cc2nc3c(c(=O)n(C)c(=O)n3C)n2CCc2ccccc2)CC1,9%,-9%,0.3%,12%
COc1cccc(C2/C(=C(/O)c3ccncc3)C(=O)C(=O)N2CCCN2CCOCC2)c1OC (configuration not stated),-7%,-4%,2.7%,4%
CCOC(=O)N1CCC(NC(=O)CSc2cc(=O)n(CC)c3ccccc23)CC1,6%,-10%,5.5%,2%
O=C(c1ccco1)N1CCN(C(=O)c2cnn3c2NC(c2cccs2)CC3C(F)(F)F)CC1 (configuration not stated),-1%,-12%,-1.0%,4%
COc1cccc(C(=O)CSc2nnc(CNS(C)(=O)=O)n2-c2ccc(C)cc2)c1,13%,-31%,1.1%,10%
CCOC(=O)C(Cc1c[nH]c2ccccc12)NC(=O)COc1ccc(Cl)cc1 (configuration not stated),13%,-11%[10.9 µM],20%,35%[activator]
CCc1ccccc1N1CC(c2nc3ccccc3n2CCC2CCCCC2)CC1=O (configuration not stated),?,-12%[10.9 µM],?,?
CCCc1cc(=O)[nH]c(SCC(=O)Nc2ccc(OC(F)F)cc2)n1,-4%,-5%,-0.3%,-13%

# Continued.
SMILES,p53ts 32C tox,Imprint erasure,IkB sig inh,p53ts 39C tox
CCCCN(Cc1ccccc1)C(=O)CN(C)S(=O)(=O)c1ccc2c(c1)c(=O)n(C)c(=O)n2C,6%,-13%[10.9 µM],?,-26%
NC(=O)C1CCN(C(=O)CCSc2ccccc2)CC1,7%,.,.,22%
COc1ccccc1OCC(=O)NC1CCCCCC1,-6%,.,.,11%
O=C(NCCSc1ccccc1)c1ccccc1,-6%,-52%[inhibitor],-0.6%,-9%
CC(C)n1c(CNC(=O)c2ccccc2)nc2ccccc21,-5%,-16%,-2.0%,-7%
CCCCCC1CC(CC(=O)NC(=S)Nc2ccc([N+](=O)[O-])cc2)C(=O)O1 (configuration not stated),-3%,.,.,4%
COc1ccc(Cn2c(CCC(=O)Nc3ccc(C)c(C)c3)nc3cccnc32)cc1,-15%,16%[10.9 µM],?,?
Cc1c(Cl)cccc1-c1ccc(CNCCSc2nnnn2-c2ccccc2)o1,-11%,-11%[10.9 µM],1.7%,-24%
COc1ccc(OC)c(NC(=O)CCN2CCN(c3ccccc3)CC2)c1,-2%,-9%,1.3%,9%
O=C(Cn1c(=O)sc2ccccc21)N1CCOCC1,5%,2%,-1.2%,5%
CC(OC(=O)CCc1nc2ccccc2[nH]c1=O)C(=O)c1ccccc1 (configuration not stated),-3%,0%,-2.8%,8%
C=C(C)CSc1nc(N)c(C#N)c(-c2ccc(C)cc2)c1C#N,-13%,-17%,0.4%,-12%
COC(=O)c1ccccc1NC(=O)Cc1nc(-c2ccccc2)sc1-c1ccc(C)cc1,-18%,.,.,6%
Cc1cccc(N2CCN(C(=O)n3ccnc3)CC2)c1C,1%,-21%,0.0%,-15%
CC(C)(C)NC(=O)CN(C(=O)c1ccc(CN2CCOCC2)o1)c1ccc2c(c1)OCCO2,5%,3%,1.9%,2%
COc1cc(C)nc(SCC(N)=O)n1,4%,7%,-0.8%,-8%
Cn1c(=O)c(=O)n(C)c2cc(S(=O)(=O)N3CCN(c4ccccc4)CC3)ccc21,1%,12%[10.9 µM],-1.3%,-5%
COc1ccc(-c2cnc(C)o2)cc1S(=O)(=O)Nc1ccc(C)c(N(C)C)c1,1%,-11%[10.9 µM],0.8%,-26%
Cc1ccccc1C(=O)Nc1ccc2nc(N3CCCCC3)cc(C)c2c1,-9%,-10%[10.9 µM],16%,-14%
Cc1cc(NC(=O)c2ccccc2Cl)ccc1NC(=O)c1ccccc1,-4%,-39%[inhibitor][10.9 µM],2.7%,21%
O=C(OCC1CCCO1)c1ccc2c(c1)N(Cc1c(F)cccc1Cl)C(=O)c1ccccc1S2(=O)=O (configuration not stated),10%,-3%[10.9 µM],-3.1%,-11%
CN(C)CC[C@@H](c1ccccc1)c1ccccn1,2%[20.6 µM],-11%[16.8 µM],0.4%[25.6 µM],5%[20.6 µM]
COC(=O)c1nc(NC(=O)C(C)C)n[nH]1,10%,2%,1.3%,4%
CCOC(=O)c1ccc(-n2c(C)nc3ccccc3c2=O)cc1,1%,-8%,0.9%,10%
CCN=C1SC(CC(=O)Nc2ccc(N3CCOCC3)cc2)C(=O)N1CC (configuration not stated),5%,3%,0.3%,2%
O=C(O)C1CCC(CNCc2ccccc2Cl)CC1 (configuration not stated),26%,.,.,4%
O=C(CSc1nc2ccsc2c(=O)n1Cc1ccccc1Cl)NCc1ccc(Cl)cc1,1%,10%[10.9 µM],-1.1%,-5%
O=C(CNCCO)NC12CC3CC(CC(C3)C1)C2,-1%,-3%,1.5%,-6%
COc1ccc(-c2nc3ccccc3o2)cc1NC(=O)c1ccc(Br)o1,-2%,-13%,-1.6%,1%
CCOc1ccc(-c2c(C)nn3c(C)c(C(=O)NCCc4ccccc4)cnc23)cc1OCC,-1%,-12%[10.9 µM],-1.7%,5%
Cc1ccc2nc(COc3cccc(NC(=O)COc4ccccc4F)c3)cc(=O)n2c1,-8%,11%[10.9 µM],?,-15%
NC(=O)C1CCN(CC(=O)Nc2ccccn2)CC1,5%,8%,-1.0%,10%
O=C1C2C3CCCC3=C3CCCC3C2C(=O)N1c1ccc(F)cc1 (configuration not stated),5%,-2%,0.5%,-1%
COc1ccc(C(=O)/C=C/c2ccccc2)cc1,-18%,-23%,.,-21%
COc1ccc(C(CNC(=O)c2cccc(N(C)C)c2)N2CCCC2)cc1 (configuration not stated),-7%,-11%,1.3%,-8%
C=CCN1C2CCCC1CC(NC(=O)Nc1cccc(C(C)=O)c1)C2 (configuration not stated),-4%,-13%,0.7%,-2%
FC(F)(F)c1cccc(N2CCN(Cc3nnc(-c4ccc5c(c4)OCO5)o3)CC2)c1,-8%,-1%[10.9 µM],?,-21%
COc1ccc(C2=CC(=O)OC3(CCCCC3)O2)cc1,0%,-18%,-0.4%,-10%
CCOC(=O)c1c(C)nc2c3ccccc3ccn12,?,-61%[inhibitor],-1.3%,?
Cc1cccc(NC(=O)N2CCN(C(=O)c3nsc4ccccc34)CC2)c1C,10%,0%[10.9 µM],2.8%,14%
COc1cccc(NC(=O)CSc2nc3c(oc4ccccc43)c(=O)n2Cc2ccco2)c1,?,-12%[10.9 µM],?,?
O=C(O)c1cccc(CN2CCCCC2)c1,-7%[9.22 µM],-5%[10.9 µM],-1.0%[11.4 µM],15%[9.22 µM]
CCCc1c(O)nc(SCC(=O)NCCc2ccc(OC)c(OC)c2)[nH]c1=O,2%,-7%,0.1%,-3%
Cn1c(=O)oc2cc(S(=O)(=O)Nc3ccc(C(=O)O)cc3)ccc21,-1%,5%[10.9 µM],7.6%,13%
Cc1ccc(-n2nc(-c3ccc(F)cc3)c3cnc4cc5c(cc4c32)OCO5)cc1C,9%,-8%[10.9 µM],-0.7%,18%
O=C(NC(NCc1ccccn1)(C(F)(F)F)C(F)(F)F)c1ccco1,0%,?,0.8%,4%
O=S(=O)(c1ccc(OCC(O)CN2CCN(c3ccccc3O)CC2)cc1)N1CCOCC1 (configuration not stated),-9%,-15%,1.3%,-1%
CCNCCNC(=O)c1c(O)c2ccccc2n(CC)c1=O,-12%,-17%,1.3%,-17%
Cc1ccc(OCC(=O)Nc2ccc3nn(-c4ccc(C)cc4)nc3c2)cc1,-4%,-13%[10.9 µM],0.0%,-3%
C(=C\c1ccccc1)/CSc1nnc(-c2cccnc2)n1Cc1ccco1,4%,-14%,-0.2%,4%
COc1ccc(CC(=O)N2CCOCC2)cc1OC,-10%,13%,1.0%,3%
CCOc1ccc(C(=O)Nc2ccc(Cl)cn2)cc1Cl,-18%,-34%[inhibitor],1.2%,?
CCCCNC(=O)c1ccc2c(c1)N(CC)C(=O)c1ccccc1S2(=O)=O,2%,-12%,-1.7%,-5%
COC(=O)[C@@H]1C[C@@]2(O)[C@H](O)[C@H](O)[C@H](O)C[C@H]2N1CC(c1ccccc1)c1ccccc1,-2%,-1%,.,-4%
CCC(=O)Nc1cccc(NC(=O)CSc2nnc(-c3ccc(NS(C)(=O)=O)cc3)n2C)c1,8%,-11%,0.7%,-2%
O=C(COC(=O)/C=C/c1ccccc1Cl)NCCc1ccc(Cl)cc1Cl,10%,.,.,27%
CCOC(=O)C1CCN(c2c(NCCN3CCN(c4ccccc4)CC3)c(=O)c2=O)CC1,7%,-9%,3.9%,6%
Cc1nn(-c2ccc(N3CCCC3)nn2)c(C)c1CCC(=O)NCc1ccccc1,0%,16%[10.9 µM],0.5%,-5%
Cc1cc(C)n(-c2nc3ccccc3nc2Nc2cc(Cl)ccc2C)n1,6%,5%[10.9 µM],4.3%,-3%
COc1ccc(OC)c(CNC(=O)c2cc(=O)[nH]c3ccc(S(=O)(=O)N4CCCCC4C)cc23)c1 (configuration not stated),6%,-13%[10.9 µM],-0.7%,-29%

# (next part)
SMILES,p53ts 32C tox,Imprint erasure,IkB sig inh,p53ts 39C tox
COc1ccc(CCNC(=O)c2ccc3c(c2)CCN3S(=O)(=O)c2ccc(Cl)cc2)cc1,2%,-21%[10.9 µM],?,-21%
COC(=O)CNC(=O)C(Cc1ccccc1)NS(=O)(=O)c1ccc2c(c1)c(=O)n(C)c(=O)n2C (configuration not stated),-4%,-2%[10.9 µM],1.8%,?
CC(=O)Nc1ccc(C(=O)OCCC(C)C)cc1,4%,-15%,-0.1%,2%
Cc1nc(-c2ccc(Cl)cc2)sc1CCNC(=O)C(=O)Nc1ccc2c(c1)OCCO2,-14%,-17%[10.9 µM],1.0%,-30%
CCOc1cc(CNC(=O)C(NS(=O)(=O)c2cccs2)C(C)C)cc(OCC)c1OCC (configuration not stated),-4%,12%[10.9 µM],0.9%,-20%
CC(=O)N1CCCc2cc(S(=O)(=O)N3CCCC(C(=O)N4CCN(c5cc(C)ccc5C)CC4)C3)ccc21 (configuration not stated),12%,-14%[10.9 µM],?,-16%
CC(NC(=O)c1ccco1)c1cccc2ccccc12 (configuration not stated),10%,.,.,7%
Cc1ccc(C)c(N2CCN(Cc3csc(C)c3)CC2)c1,-19%,-21%[10.9 µM],-2.4%,-20%
O=C1C=C(NCCc2cc(Br)c(O)c(Br)c2)C(=O)c2ncccc21,?,-40%[inhibitor][10.9 µM],?,?
COc1cc2c(cc1NC(=O)CN(C)Cc1nc3ccccc3c(=O)[nH]1)oc1ccccc12,-6%,-5%,?,-16%
Cc1n[nH]c(C)c1S(=O)(=O)N(CC(=O)NC(C)c1ccccc1)c1ccc(C(C)C)cc1 (configuration not stated),20%,14%[10.9 µM],?,8%
CCOCCOCN(C#N)c1nc(OC)nc(N(C)C)n1,9%,2%,0.6%,2%
